Screening results: PubChem, National Center for Advancing Translational Sciences (NCATS)
GCN5L2 inh – blocks human GCN5L2 histone acetyltransferase. Q92830. AID 504327. GCN5L2 HAT assay, ThioGlo1 CoA-SH fluorescence. 0.21% of 390,000 active. Potency, µM (highest dose often 58.9 µM), inactives show at the highest dose activity change, negative = inhibition, most hits filed as inhibitors
Target sequence (Q92830 whole entry, looked up): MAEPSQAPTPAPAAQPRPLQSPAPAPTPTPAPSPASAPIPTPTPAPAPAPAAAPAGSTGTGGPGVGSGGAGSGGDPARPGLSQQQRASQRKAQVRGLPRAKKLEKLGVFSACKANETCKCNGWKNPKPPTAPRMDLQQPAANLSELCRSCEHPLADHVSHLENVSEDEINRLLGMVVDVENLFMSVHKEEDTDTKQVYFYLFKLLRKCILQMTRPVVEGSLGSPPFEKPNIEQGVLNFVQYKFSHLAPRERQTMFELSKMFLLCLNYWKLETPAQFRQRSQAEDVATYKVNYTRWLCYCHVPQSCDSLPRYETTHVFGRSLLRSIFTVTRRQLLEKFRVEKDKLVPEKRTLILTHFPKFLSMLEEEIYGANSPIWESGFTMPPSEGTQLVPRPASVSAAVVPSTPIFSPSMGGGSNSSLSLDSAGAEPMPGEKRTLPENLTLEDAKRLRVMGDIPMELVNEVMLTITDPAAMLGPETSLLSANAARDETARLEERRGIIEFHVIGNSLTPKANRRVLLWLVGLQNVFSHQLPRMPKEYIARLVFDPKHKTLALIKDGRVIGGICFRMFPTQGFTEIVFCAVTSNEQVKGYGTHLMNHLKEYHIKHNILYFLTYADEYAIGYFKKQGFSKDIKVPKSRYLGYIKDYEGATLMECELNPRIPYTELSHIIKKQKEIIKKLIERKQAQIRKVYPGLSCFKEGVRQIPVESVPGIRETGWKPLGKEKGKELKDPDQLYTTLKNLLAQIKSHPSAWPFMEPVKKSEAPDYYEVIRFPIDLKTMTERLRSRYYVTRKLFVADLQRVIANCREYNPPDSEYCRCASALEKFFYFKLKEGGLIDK
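qHTS, 1536-well. 20nM enzyme, pH 7.5 HEPES/EDTA/Tween-20 buffer; 15 min compound preinc., RT. Start: 75uM H3(1-25), 70uM AcCoA, 50uM ThioGlo1. Read Ex340/Em540 at t=0 (autofluorescence flag) and t=20 min.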
TDP1 inh – blocks human tyrosyl-DNA phosphodiesterase 1. Q9NUW8. recombinant TDP1, AlphaScreen DNA substrate cleavage. Potency, µM (titrated, usually from 130 µM), for inactives: top-dose activity change, negative = inhibition, most hits filed as inhibitors. 0.28% of 350,000 active; note: nearly all actives have a fitted effect of over 40% in size
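Recombinant E. coli-expressed Tdp1 (1 nM) preincubated with compound 15 min at RT, then 5'-biotin/3'-phosphotyrosine-FITC DNA substrate (15 nM) added for 5 min. AlphaScreen beads (10 ug/ml) added, 10 min RT; tyrosine-FITC cleavage read as signal loss.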
TDP1 cell noCPT – qHTS for Inhibitors of human tyrosyl-DNA phosphodiesterase 1 (TDP1): qHTS in cells in absence of CPT. DT40 Tdp1-/- hTDP1 cells, no CPT, ATP luminescence, 48 h. Potency, µM (top dose mostly 46.2 µM), inactives show top-dose activity change, negative = growth inhibition, actives largely listed as inhibitors. 15% of 420,000 active. AID 686978, 2013; note: nearly all actives have a fitted effect of over 55% in size
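Compound effects on proliferation are scored in DT40 Tdp1-/-;hTDP1 cells in the absence of CPT. ATP levels (CellTiter-Glo luminescence) are recorded after a ≥48 hr, 37 °C incubation.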
Numbers without * were called inactive; & = joins results of further samples. Calls come from the whole dose curve; as a rule, active = well fitted curve in the direction sought with a large enough effect; inconclusive = small, poorly fitted or top-dose-only effect, or another doubt; inactive = no such curve, though single readings can be large; an effect the other way counts as inactive or inconclusive. % is set by controls: 0 for no effect and ±100 for the full control effect; potency is the fitted concentration of half-maximal effect. Only part of the results is shown. The share of hits here may be higher or lower than overall.

Cc1cccc(Oc2ccc(NS(=O)(=O)c3ccc(C)c(C(=O)O)c3)cc2)c1 was read as GCN5L2 inh 2%, TDP1 inh 0% and TDP1 cell noCPT 11%.
`O=C(OCc1ccccc1F)c1ccc2c(c1)OCCO2` gave GCN5L2 inh -6%, TDP1 inh -13% and TDP1 cell noCPT -21%.
`CC(=O)Nc1nc2ccc(NC(=O)c3ccco3)cc2s1` gave GCN5L2 inh -5%, TDP1 inh -6% and TDP1 cell noCPT 18µM*.
Screening CC(Oc1ccccc1)c1ccnn1S(=O)(=O)c1ccccc1 (stereo unspecified) returned GCN5L2 inh -7%, TDP1 inh -4% and TDP1 cell noCPT -3%.
`O=c1[nH]c(SCc2nc3ccccc3n2Cc2ccccc2)nc2ccccc12` gave GCN5L2 inh -4%, TDP1 inh -8% and TDP1 cell noCPT -21%.
For C=CCN1C(=S)N[C@@H]2CS(=O)(=O)C[C@@H]21 the results were GCN5L2 inh 17%, TDP1 inh 1% and TDP1 cell noCPT -2%.
`Cc1ccc(NC2CCCN(C(=O)c3ccoc3C)C2)cc1C` (stereo unspecified) gave GCN5L2 inh -4%, TDP1 inh 6% and TDP1 cell noCPT inconclusive.
Screening COc1cccc(NC(=O)CSc2nc(O)c(C)c(=O)n2-c2ccc(C)cc2)c1 returned GCN5L2 inh -2%, TDP1 inh 0% and TDP1 cell noCPT -15%.
Screening c1ccc(CCNc2ccc3nncn3n2)cc1 returned GCN5L2 inh 0%, TDP1 inh 7% and TDP1 cell noCPT -7%.
Screening Cc1ccc(S(=O)(=O)NCC(=O)NCC(=O)N2CCN(c3ncccn3)CC2)cc1C returned GCN5L2 inh -16%, TDP1 inh 7% and TDP1 cell noCPT -17%.
For Cc1ccc(C)c(NC(=O)C(c2ccccc2)N2CCN(CC(=O)NC3CC3)CC2)c1 (stereo unspecified) the results were GCN5L2 inh -1%, TDP1 inh -1% and TDP1 cell noCPT 2%.
For CCOC(=O)C(NC(=O)c1ccccc1)(N1CCCC1=O)C(F)(F)F (stereo unspecified) the results were GCN5L2 inh -4%, TDP1 inh 0% and TDP1 cell noCPT -6%.
Screening Cc1ccc(NC(=O)COC(=O)CSC(=S)N2CCOCC2)cc1C returned GCN5L2 inh 1%, TDP1 inh 2% and TDP1 cell noCPT -6%.
For COc1ccc2cc(CCNC(=O)C3CCCC3)c(=O)[nH]c2c1 the results were GCN5L2 inh 3%, TDP1 inh 4% and TDP1 cell noCPT -7%.
Cc1c(CCC(=O)NCCCn2ccnc2)c(=O)oc2cc3occ(C(C)(C)C)c3cc12 was read as GCN5L2 inh -4%, TDP1 inh 3% and TDP1 cell noCPT -21%.
For O=C(/C=C/c1ccc2c(c1)OCO2)Nc1nc(-c2ccc(F)cc2)cs1 the results were GCN5L2 inh -5% and TDP1 inh 3%.
Screening CCS(=O)(=O)N1CCCC(C(=O)NCc2ccc(C)cc2)C1 (stereo unspecified) returned GCN5L2 inh -28%, TDP1 inh 0% and TDP1 cell noCPT -1%.
For CCOC(=O)c1ccc(NC2c3ccccc3C(=O)N2c2cccnc2)cc1 (stereo unspecified) the results were GCN5L2 inh -8%, TDP1 inh 3% and TDP1 cell noCPT 10µM*.
`COc1ccc2oc3cc(C)[n+]([O-])c(-c4ccc(Br)cc4)c3c2c1` gave GCN5L2 inh 14%, TDP1 inh -1% and TDP1 cell noCPT 0.0082µM*.
Screening Cc1ccc(-c2nc(CS(=O)CC(=O)NCCN3CCCC3)c(C)o2)cc1 (stereo unspecified) returned GCN5L2 inh 0%, TDP1 inh 0% and TDP1 cell noCPT -24%.
CCOc1ccc(NC(=O)CCc2c(C)nc3nc(C)nn3c2C)cc1 was read as GCN5L2 inh -2%, TDP1 inh 6% and TDP1 cell noCPT -18%.
Screening Cc1ccccc1CSc1nc2cccnc2n1Cc1ccc(C(=O)NC2CC2)cc1 returned GCN5L2 inh -3%, TDP1 inh 5% and TDP1 cell noCPT inconclusive.
`Cc1cc(-c2nc3ncccc3o2)ccc1NC(=O)COc1ccccc1C` gave GCN5L2 inh 1%, TDP1 inh 5% and TDP1 cell noCPT -16%.
Screening Cc1ccc(NC(=O)CSCC(=O)Nc2cccc(S(=O)(=O)N3CCCCCC3)c2)cc1 returned GCN5L2 inh -8%, TDP1 inh 2% and TDP1 cell noCPT inconclusive.
For Cn1c(=O)c(=O)n(C)c2cc(S(=O)(=O)N3CCCC3C(=O)NCc3ccco3)ccc21 (stereo unspecified) the results were GCN5L2 inh -12%, TDP1 inh -3% and TDP1 cell noCPT 12%.
Screening O=C(COC(=O)c1ccc(O)cc1)Nc1ccc(S(=O)(=O)N2CCCC2)cc1 returned GCN5L2 inh -4%, TDP1 inh 1% and TDP1 cell noCPT -15%.
Screening O=C(Nc1c(F)cc(F)cc1Br)C1CCCO1 (stereo unspecified) returned GCN5L2 inh 1%, TDP1 inh -1% and TDP1 cell noCPT 0%.
Cc1cccc2sc(NC(=O)CCn3cccc3)nc12 was read as GCN5L2 inh -8%, TDP1 inh 5% and TDP1 cell noCPT -24%.
For CCC(C)[C@H](NC(=O)OC(C)(C)C)C(=O)N/N=C/c1cccc2nccnc12 (stereo partly specified) the results were GCN5L2 inh 1%, TDP1 inh 4% and TDP1 cell noCPT inconclusive.
`COC(=O)COc1ccccc1/C=C1/NC(=O)NC1=O` gave GCN5L2 inh -1%, TDP1 inh 1% and TDP1 cell noCPT -11%.
O=S(=O)(NCc1ccc2c(c1)OCO2)c1ccccc1F was read as GCN5L2 inh -3%, TDP1 inh 2% and TDP1 cell noCPT -28%.
CN(C)C(CNC(=O)c1ccc([N+](=O)[O-])cc1Cl)c1ccco1 (stereo unspecified) was read as GCN5L2 inh -1%, TDP1 inh 5% and TDP1 cell noCPT -9%.
For Cc1ccc(NC(=O)N2CCCC2c2cccs2)cc1 (stereo unspecified) the results were GCN5L2 inh -3%, TDP1 inh 5% and TDP1 cell noCPT 12%.
Screening NS(=O)(=O)c1ccc(CNC(=O)c2ccc(Cl)c(S(=O)(=O)NCc3ccccc3)c2)cc1 returned GCN5L2 inh -12%, TDP1 inh 1% and TDP1 cell noCPT 0%.
Screening CCN(c1ccccc1)c1nnc(NC(=O)Nc2cccc(C(F)(F)F)c2)s1 returned GCN5L2 inh 0%, TDP1 inh 14% and TDP1 cell noCPT -24%.
COc1cc(CNC2CCCC2)c(Br)cc1OCc1ccccc1 was read as GCN5L2 inh -4%, TDP1 inh 4% and TDP1 cell noCPT 16µM*.
For CNC(=O)OCc1cccc(COC(=O)NC)n1 the results were GCN5L2 inh -3%&3%, TDP1 inh 1% and TDP1 cell noCPT -16%&9%.
`CCOC(=O)c1c(NC(=O)c2cc(C)on2)sc(C)c1C` gave GCN5L2 inh -15%, TDP1 inh 3% and TDP1 cell noCPT 3%.
For O=C(NC(=S)Nc1ccc(C(F)(F)F)cc1)c1csnn1 the results were GCN5L2 inh -3%, TDP1 inh -2% and TDP1 cell noCPT -22%.
Screening COc1cccc(NC(=O)CSc2nnc(-c3ccco3)c(-c3ccco3)n2)c1 returned GCN5L2 inh inconclusive and TDP1 cell noCPT -30%.
CN(CCOc1ccccc1)C(=O)c1ccc(OC2CCN(C(=O)C3CC3)CC2)cc1 was read as GCN5L2 inh -5%, TDP1 inh 5% and TDP1 cell noCPT 18µM*.
For COc1ccccc1NC(=O)CSc1ncc2c(n1)-c1ccccc1N(Cc1ccccc1C)S2(=O)=O the results were GCN5L2 inh -10%, TDP1 inh 0% and TDP1 cell noCPT inconclusive.
`CCOc1ccc(C2=NNC(c3cccs3)=Nc3ccc(OCC)cc32)cc1` gave GCN5L2 inh -4% and TDP1 inh 8%.
Screening C[C@H](CO)N1C[C@H](C)[C@@H](CN(C)C(=O)NC2CCCCC2)Oc2c(NC(=O)c3ccncc3)cccc2C1=O returned GCN5L2 inh 1%, TDP1 inh 1% and TDP1 cell noCPT -5%.
CCN(C(=O)c1ccnc(C(C)(C)C)c1)c1ccccc1 was read as GCN5L2 inh 1%, TDP1 inh 0% and TDP1 cell noCPT -24%.

An excerpt from above in order of formula weight, largest number first:
For COc1ccccc1NC(=O)CSc1ncc2c(n1)-c1ccccc1N(Cc1ccccc1C)S2(=O)=O the results were GCN5L2 inh -10%, TDP1 inh 0% and TDP1 cell noCPT inconclusive.
Screening NS(=O)(=O)c1ccc(CNC(=O)c2ccc(Cl)c(S(=O)(=O)NCc3ccccc3)c2)cc1 returned GCN5L2 inh -12%, TDP1 inh 1% and TDP1 cell noCPT 0%.
Screening COc1cccc(NC(=O)CSc2nnc(-c3ccco3)c(-c3ccco3)n2)c1 returned GCN5L2 inh inconclusive and TDP1 cell noCPT -30%.
Screening CCN(c1ccccc1)c1nnc(NC(=O)Nc2cccc(C(F)(F)F)c2)s1 returned GCN5L2 inh 0%, TDP1 inh 14% and TDP1 cell noCPT -24%.
`CCOc1ccc(C2=NNC(c3cccs3)=Nc3ccc(OCC)cc32)cc1` gave GCN5L2 inh -4% and TDP1 inh 8%.
COc1cc(CNC2CCCC2)c(Br)cc1OCc1ccccc1 was read as GCN5L2 inh -4%, TDP1 inh 4% and TDP1 cell noCPT 16µM*.
CN(C)C(CNC(=O)c1ccc([N+](=O)[O-])cc1Cl)c1ccco1 (stereo unspecified) was read as GCN5L2 inh -1%, TDP1 inh 5% and TDP1 cell noCPT -9%.
For O=C(NC(=S)Nc1ccc(C(F)(F)F)cc1)c1csnn1 the results were GCN5L2 inh -3%, TDP1 inh -2% and TDP1 cell noCPT -22%.
O=S(=O)(NCc1ccc2c(c1)OCO2)c1ccccc1F was read as GCN5L2 inh -3%, TDP1 inh 2% and TDP1 cell noCPT -28%.
`CCOC(=O)c1c(NC(=O)c2cc(C)on2)sc(C)c1C` gave GCN5L2 inh -15%, TDP1 inh 3% and TDP1 cell noCPT 3%.
For Cc1ccc(NC(=O)N2CCCC2c2cccs2)cc1 (stereo unspecified) the results were GCN5L2 inh -3%, TDP1 inh 5% and TDP1 cell noCPT 12%.

The list continues:
`CC(=O)c1c(Cl)nc2ccc(Br)cc2c1-c1ccccc1` gave GCN5L2 inh -8% and TDP1 cell noCPT inconclusive.
Screening COc1ccc(-c2cc(C(=O)OCC(=O)NC3CC3)c3ccccc3n2)cc1OC returned GCN5L2 inh -4%, TDP1 inh -5% and TDP1 cell noCPT inconclusive.
For COc1ccc2ccc(OCC(=O)N3c4ccccc4NC(=O)CC3C)cc2c1 (stereo unspecified) the results were GCN5L2 inh -6%, TDP1 inh 3% and TDP1 cell noCPT -11%.
`CCCCOC(=O)n1c(=S)oc2cc(Cl)ccc21` gave GCN5L2 inh -15%, TDP1 inh 6% and TDP1 cell noCPT 23µM*.
CC(=O)c1cccc(N(CC(=O)NC2CCCCC2)C(=O)CCC(=O)Nc2nc(C)cs2)c1 was read as GCN5L2 inh -4% and TDP1 cell noCPT -2%.
Screening CCOC(=O)/C=c1\s/c(=C\c2ccc3c(c2)OCCO3)c(=O)n1CC(=O)NCC1CCCO1 (stereo unspecified) returned GCN5L2 inh -4%, TDP1 inh 10% and TDP1 cell noCPT -15%.
`COc1ccc(-c2nc(CN3CCC(c4ccccc4)CC3)c(C)o2)cc1OC` gave GCN5L2 inh 0%, TDP1 inh 8% and TDP1 cell noCPT inconclusive.
Cc1cc2c(cc1S(=O)(=O)CCC(=O)N(C)Cc1ccccc1)OCC(=O)N2 was read as GCN5L2 inh inconclusive, TDP1 inh 13% and TDP1 cell noCPT -22%.
`Fc1ccc(/C=N/Nc2nnnn2-c2ccccc2)cc1` gave GCN5L2 inh -2%, TDP1 inh 0% and TDP1 cell noCPT -13%.
O=C(O)c1ccc(NC(=O)c2cccc(NC(=O)c3cccs3)c2)cc1 was read as GCN5L2 inh inconclusive, TDP1 inh 2% and TDP1 cell noCPT 9%.
Screening Cc1c(C2N3CC4(C)CN2CC(C)(C3)C4=O)c2ccccc2n1C (stereo unspecified) returned GCN5L2 inh 0%, TDP1 inh 2% and TDP1 cell noCPT 5%.
Screening COc1cc(C(=O)Nc2cc(C(F)(F)F)ccc2N2CCOCC2)ccc1OCC(=O)N1CCOCC1 returned GCN5L2 inh -1%, TDP1 inh 1% and TDP1 cell noCPT -2%.
Screening O=C(NCc1ccc2c(c1)OCO2)c1ccc(=O)[nH]c1 returned GCN5L2 inh -10%, TDP1 inh -7% and TDP1 cell noCPT inconclusive.
For COc1ccccc1N1C(=O)C2CC=CC(C)C2C1=O (stereo unspecified) the results were GCN5L2 inh 0%, TDP1 inh 5% and TDP1 cell noCPT -21%.
